AGP1 TOR yeast = modulators of TOR pathway AGP1-GFP in S. cerevisiae | S. cerevisiae AGP1-GFP multiplex flow cytometry, 3 h; GFP as percent of DMSO wells | GFP response vs DMSO, % at 10 µM | 320,000 compounds, 0.02% hits;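 active means GFP response relative to DMSO above a set limit, near screen average plus 3 SD, cut at about 150% in these data; inconclusive means fewer than 70 cells counted for the yeast strain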;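 further: median GFP channel fluorescence of the gated AGP1 strain per well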
proCasp3 act = procaspase-3 (human) activation. recombinant procaspase-3 D3A, Ac-DEVD-pNA absorbance 405 nm. activation, % at 8.5 µM. 330,000 compounds, 0.11% hits. AID 463141;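 active means activation above the mean of all tested compounds plus 3 SD, cut at about 21% in these data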;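 further: 0% = DMSO alone and 100% = DMSO wells spiked with extra 5 µM PC-3 D3A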
Target sequence (P42574 whole entry D9A/D28A/D175A): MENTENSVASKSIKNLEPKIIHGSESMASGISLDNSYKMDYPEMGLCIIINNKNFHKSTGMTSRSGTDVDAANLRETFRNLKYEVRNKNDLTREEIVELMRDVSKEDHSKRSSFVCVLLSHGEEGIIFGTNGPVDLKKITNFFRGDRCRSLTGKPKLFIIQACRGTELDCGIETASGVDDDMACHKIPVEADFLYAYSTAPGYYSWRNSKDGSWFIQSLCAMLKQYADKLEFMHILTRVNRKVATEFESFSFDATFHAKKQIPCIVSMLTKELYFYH
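Test system: Procaspase-3 D3A mutant; medium: Zinc-free HEPES/NaCl buffer with 0.01% Triton X-100 at pH 7.4; reagent: DEVD-pNA substrate; doses: one concentration, 8.5 µM nominal, 0.8% DMSO; times: 1 h preincubation plus 2 h reaction at 25 °C; signal: Epi-absorbance at 405 nm of released p-nitroaniline, 0 and 120 min; replicates: singlicate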
RPL19A TOR yeast = alters RPL19A-GFP fluorescence in TOR pathway yeast screen; S. cerevisiae RPL19A-GFP strain, flow cytometry, 3 h; stronger effect = lower value; percent response vs DMSO, % at 10 µM; 330,000 compounds, 0.3% hits;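 active means percent response vs DMSO below 50%; inconclusive means fewer than 70 events counted for the yeast strain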;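 further: median channel GFP fluorescence of the barcoded RPL19A-GFP strain; ratio of sample median GFP to plate DMSO average so 100% = DMSO; lower means less RPL19A-GFP as with rapamycin TOR inhibition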
LAP4 TOR yeast = yeast TOR pathway LAP4-GFP modulation; 320,000 compounds, 0.34% hits; GFP response vs DMSO, % at 10 µM; AID 2023; S. cerevisiae LAP4-GFP multiplex, flow cytometry GFP, 3 h; median GFP as percent of DMSO wells;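 active means GFP response vs DMSO above a set limit, about the screen mean plus 3 SD, cut at about 150% in these data; inconclusive means under 70 cell events counted for the yeast strain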
procasp7 counter = counter-screen: procaspase-7 (human) activation; P55210; recombinant procaspase-7, Ac-DEVD-pNA absorbance 405 nm; D23A/D198A/D206A triple mutant, cannot self-cleave; scale: DMSO 0, 5 µM enzyme 100; activation, % at 8.5 µM; 330,000 compounds, 0.093% hits; AID 463210;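 active means percent activation above the screen-wide mean plus 3 SD, cut at about 25% in these data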
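Assay system: Uncleavable procaspase-7 mutant enzyme / Input: 2 µM procaspase-7 mutant as dispensed / Dosing: single nominal 8.5 µM compound dose, 0.8% DMSO final / Timing: 1 h enzyme–compound preincubation and 2 h substrate reaction, both 25 °C / Detection: p-Nitroaniline absorbance at 405 nm, read at 0 and 120 min / Replication: singlicate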
MEP2-GFP yeast = alters MEP2-GFP fluorescence in TOR pathway yeast screen | 330,000 compounds, 0.51% hits | AID 2016 | S. cerevisiae MEP2-GFP strain, flow cytometry GFP, 3 h; 100% = DMSO control level | GFP response vs DMSO, % at 10 µM;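 active means GFP response versus DMSO above a set limit, roughly screen mean plus 3 SD, cut at about 180% in these data; inconclusive means fewer than 70 cells counted for a yeast strain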;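 further: median GFP fluorescence of the barcode-gated MEP2-GFP cells per well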
CIT2 TOR yeast = modulators of TOR pathway CIT2-GFP in S. cerevisiae | GFP response vs DMSO, % at 10 µM | S. cerevisiae CIT2-GFP strain, flow cytometry, 3 h; 100 means same as DMSO wells | 320,000 compounds, 0.065% hits | AID 2029;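 active means GFP response relative to DMSO above a set limit, near the screen mean plus 3 SD, cut at about 150% in these data; inconclusive means Fewer than 70 cells measured for a yeast strain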;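 further: ratio of well median GFP fluorescence to mean of DMSO wells on the plate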
AHR act = activates the human aryl hydrocarbon receptor; AHR-responsive luciferase reporter cells, luminescence; 320,000 compounds, 2.5% hits; P35869; activation, % at 5 µM; in the data active means activation above about 47%;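 further: 0% = vehicle wells and 100% = reference agonist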
Target sequence (P35869 whole entry, looked up): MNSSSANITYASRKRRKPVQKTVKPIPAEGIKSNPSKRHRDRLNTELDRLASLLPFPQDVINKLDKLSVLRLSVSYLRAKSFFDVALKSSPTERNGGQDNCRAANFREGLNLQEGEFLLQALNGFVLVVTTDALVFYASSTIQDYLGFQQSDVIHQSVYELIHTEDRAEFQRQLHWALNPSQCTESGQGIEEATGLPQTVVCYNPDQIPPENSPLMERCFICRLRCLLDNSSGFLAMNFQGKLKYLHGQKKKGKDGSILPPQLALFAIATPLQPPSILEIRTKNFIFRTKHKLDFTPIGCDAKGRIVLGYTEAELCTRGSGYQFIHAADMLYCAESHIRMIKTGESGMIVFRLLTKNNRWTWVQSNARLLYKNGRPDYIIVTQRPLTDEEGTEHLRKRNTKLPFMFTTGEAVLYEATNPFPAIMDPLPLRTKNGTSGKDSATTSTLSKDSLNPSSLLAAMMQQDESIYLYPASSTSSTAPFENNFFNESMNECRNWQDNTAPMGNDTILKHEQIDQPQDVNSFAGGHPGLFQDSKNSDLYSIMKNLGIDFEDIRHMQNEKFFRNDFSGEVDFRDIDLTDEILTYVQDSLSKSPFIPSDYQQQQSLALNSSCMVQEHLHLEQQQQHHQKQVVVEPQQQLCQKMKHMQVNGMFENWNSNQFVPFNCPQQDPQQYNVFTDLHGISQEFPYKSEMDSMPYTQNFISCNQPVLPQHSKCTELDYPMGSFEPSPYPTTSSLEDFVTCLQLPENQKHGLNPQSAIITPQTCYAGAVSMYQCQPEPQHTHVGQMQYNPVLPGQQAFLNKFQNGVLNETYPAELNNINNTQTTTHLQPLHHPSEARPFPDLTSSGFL
Starred values were filed as active, the others as inactive; ? = inconclusive; . = no result given; [ ] = dose if it differs, or a comment.

SMILES	AGP1 TOR yeast	proCasp3 act	RPL19A TOR yeast	LAP4 TOR yeast	procasp7 counter	MEP2-GFP yeast	CIT2 TOR yeast	AHR act
Cc1ccc(/C(O)=C/c2nc3cc(C)ccc3oc2=O)cc1	.	2	105	.	-16	109	.	8
COc1ccccc1C(CNC(=O)CSc1ccc2ccccc2c1)N(C)C (configuration not stated)	101	6	100	97	2	96	98	0
Cc1cccc(NC(=O)CSCC(=O)N=c2sccn2C)c1	105	2	96	115	12	92	96	13
COc1ccc(N2CCN(C(=O)CNC(=O)c3nn(-c4ccc(OC)cc4)c(=O)c4ccccc34)CC2)cc1	94	-4	94	103	-6	90	103	1
CC1CN(C(=O)C(C)N2C(=O)c3ccccc3C2=O)CC(C)O1 (configuration not stated)	101	-1	100	105	2	104	104	2
Cc1nc2cc(NCc3ccc(Cl)cc3)ccc2n1C	100	2	100	103	0	102	94	24
Cc1nc(C)n(C(C)CNS(=O)(=O)c2ccc(C)c(C)c2)n1 (configuration not stated)	100	1	105	98	-1	96	103	1
Cc1cccc(C(=O)NNS(=O)(=O)c2ccccc2)c1O	77	2	102	97	15	99	81	5
C#CCOCCOCCOCCNc1nc(N2CCN(C(=O)[C@H](CCCCN)n3cc(CN)nn3)CC2)nc(N2CCN(C(=O)[C@H](CCCCN)n3cc([C@@H](N)[C@H](C)CC)nn3)CC2)n1	94	0	93	98	2	93	83	-1
COC(=O)c1nc(N)sc1C(C)C	108	-6	108	104	13	104	109	1
O=C(Nc1nnc(SCc2c(Cl)cccc2Cl)s1)C1CC(=O)N(c2ccc3c(c2)OCCO3)C1 (configuration not stated)	105	0	111	92	5	100	108	1
O=C(CN(Cc1ccccc1)C(=O)CCl)c1cccc(Br)c1	89	-6	101	137	1	90	88	5
Cc1ccc(NCc2nnc(SCC(=O)c3ccccc3)o2)c(C)c1	106	3	104	114	-5	103	96	35
COc1ccccc1OCCNC(=O)/C=C/c1ccc([N+](=O)[O-])cc1	101	-1	103	98	-6	102	94	22
c1nc(CCO[C@H]2CCCCO2)cc2cc3c(cc12)OCO3	105	5	98	107	2	96	97	-1
COc1cc(C(=O)Oc2c(OC)cc(C(=S)N3CCOCC3)cc2OC)cc(OC)c1OC	106	13	108	97	-1	108	112	-2
O=C(NNC(=S)Nc1ccc(F)cc1)C1[C@H]2CCCC[C@@H]12 (some centres not stated)	104	1	101	105	-2	101	94	2
O=C(COC(=O)c1c[nH]c(=O)[nH]c1=O)Nc1cccc([N+](=O)[O-])c1	97	2	98	105	8	95	89	1
CCN(CC(=O)Nc1ccc(NC(C)=O)cc1)C(=O)c1ccc(=O)[nH]c1	87	1	104	77	-2	101	94	2
COc1cccc(C(=O)N2CCC(n3nccc3NC(=O)CCOc3ccccc3)CC2)c1	112	5	105	107	-10	107	114	1
CC1=CCC(C(=O)O)C(C(=O)Nc2nc3ccc(S(C)(=O)=O)cc3s2)C1 (configuration not stated)	99	-2	96	100	0	100	93	1
Clc1cccc(-c2ccc3ncnc(NCc4cccs4)c3c2)c1	94	9	96	101	0	90	95	24
NS(=O)(=O)c1ccc(NNC(=O)c2ccc(F)cc2F)cc1	.	-15	101	.	-2	103	.	2
COc1ccc(-c2ccc(-c3noc(C4CCCCC4)n3)c(OC)n2)cc1	115	2	110	119	0	111	119	-1
CCN(CC)C(=O)CSc1nc2c(sc(=S)n2-c2ccccc2)c(=O)n1-c1ccc(OC)cc1OC	96	-10	105	94	-16	108	100	3

Whole records from above. Values in the order: AGP1 TOR yeast | proCasp3 act | RPL19A TOR yeast | LAP4 TOR yeast | procasp7 counter | MEP2-GFP yeast | CIT2 TOR yeast | AHR act
CCN(CC(=O)Nc1ccc(NC(C)=O)cc1)C(=O)c1ccc(=O)[nH]c1 is listed with 87 | 1 | 104 | 77 | -2 | 101 | 94 | 2
NS(=O)(=O)c1ccc(NNC(=O)c2ccc(F)cc2F)cc1 is listed with . | -15 | 101 | . | -2 | 103 | . | 2
Cc1cccc(C(=O)NNS(=O)(=O)c2ccccc2)c1O is listed with 77 | 2 | 102 | 97 | 15 | 99 | 81 | 5
Cc1ccc(/C(O)=C/c2nc3cc(C)ccc3oc2=O)cc1 is listed with . | 2 | 105 | . | -16 | 109 | . | 8

Carrying on:
SMILES	AGP1 TOR yeast	proCasp3 act	RPL19A TOR yeast	LAP4 TOR yeast	procasp7 counter	MEP2-GFP yeast	CIT2 TOR yeast	AHR act
COc1ccccc1/C=C/C(=O)OCC(=O)NC(=O)NC1CCCC1	98	5	101	101	2	110	96	1
COc1ccccc1NS(=O)(=O)c1ccc(C)c(C(=O)NCC(c2ccco2)N2CCCCC2)c1 (configuration not stated)	92	0	100	89	9	97	95	-2
Cc1cc(C)c(-c2c(O)c3ccccc3n(C)c2=O)c(C)c1	102	7	95	108	4	96	86	0
O=C(c1cnn2c(C(F)(F)F)cc(-c3ccco3)nc12)N1CCCc2ccccc21	96	-2	93	95	-1	95	92	3
O=C1C(C2=NC(C(=O)O)C3C(=O)N(c4ccc(Cl)cc4)C(=O)C23)=C(O)c2ccccc21 (configuration not stated)	101	4	99	103	8	101	99	3
COC(=O)c1cc(NC(=S)NC(=O)c2ccccc2)ccc1N1CCOCC1	105[may fluoresce green]	1	93[may fluoresce green]	101[may fluoresce green]	-4	103[may fluoresce green]	137[may fluoresce green]	1
C/C(=N\NC(=O)CCC(=O)NCc1ccccc1)c1ccco1	102	.	110	73	.	104	101	.
C=CCCC(=O)Nc1nc(C)c(-c2csc(Nc3ccccc3OC)n2)s1	86	-7	98	105	-7	83	100	101*
Cc1cc(=O)oc2c1ccc1oc(/C(=N/O)c3ccccc3)c(C)c12	97	3	98	100	4	98	94	0
COc1ccc(Cc2nnc(SCC(=O)c3ccccc3)o2)cc1	96	7	98	96	3	99	100	1
O=C(NCC(=O)N1CC(O)CC1C(=O)N1CCCC1C(=O)OCc1ccccc1)OCc1ccccc1 (configuration not stated)	95	-2	101	87	1	99	94	5
COc1ccc(NC(=O)CSc2ncnc3c2cnn3CCc2ccccc2)cc1	105	3	108	104	-7	111	110	2
O=C(COC(=O)CCCN1C(=O)c2ccccc2C1=O)Nc1cc(Cl)cc(Cl)c1	92	2	100	96	-4	96	93	5
O=C(Nc1c2c(nn1-c1ccccc1)CS(=O)(=O)C2)c1ccc2c(c1)OCO2	105[may fluoresce green]	-1	102[may fluoresce green]	90[may fluoresce green]	-1	102[may fluoresce green]	96[may fluoresce green]	6
CC(=O)Nc1ccc(NC(C)=O)c(NC2OCC(O)C(O)C2O)c1 (configuration not stated)	113	1	100	100	8	93	108	0
Cc1ccc(-n2nc(C)c3c(C)c(CCC(=O)Nc4ccc(CN5CCCC5)cc4)c(C)nc32)cc1	?	-1	?	?	7	?	?	3
COc1ccc(S(=O)(=O)N(CC(=O)N/N=C/c2ccccc2C(=O)O)c2ccccc2OC)cc1	99	0	95	91	-5	96	92	1
O=C(O)c1ccc(CP(=O)(c2ccccc2)c2ccccc2)cc1	104	1	105	96	3	109	106	-2
CCn1c(C)nc2cc(C(=O)NNC(=S)NC(=O)c3ccc(OC)cc3)ccc21	92	1	93	93	-4	93	84	4
O=C(COC(=O)c1cnccn1)Nc1c(Cl)cc(Cl)cc1Cl	97	9	95	96	11	94	91	1
Cc1cc(CNC(=O)COc2ccc(F)cc2F)c2ccccc2n1	109	7	104	103	6	104	106	9
CCCCCn1c(=O)c2ccccc2n2c(=S)[nH]nc12	96	-9	103	101	-9	102	97	1
CCOC(=O)c1ccc(NC(=O)CSC(=S)N2CCOCC2)cc1	95	4	110	99	-2	99	93	1
O=C(Cc1cccs1)N1CCN(S(=O)(=O)c2cccc([N+](=O)[O-])c2)CC1	97	2	98	98	7	98	95	-1
CC(Oc1cc2oc(=O)cc(-c3ccccc3)c2cc1Cl)C(=O)NCC1CCC(C(=O)O)CC1 (configuration not stated)	109	4	105	106	5	107	102	-1

Following part
SMILES	AGP1 TOR yeast	proCasp3 act	RPL19A TOR yeast	LAP4 TOR yeast	procasp7 counter	MEP2-GFP yeast	CIT2 TOR yeast	AHR act
Cc1cc(Cl)ccc1OCC(=O)NCCOc1nc(N2CCOCC2)nc(N2CCOCC2)n1	98	-9	103	107	3	102	94	6
COc1cccc(CC(=O)OCC(=O)c2cc(OC)c(OC)c(OC)c2)c1	96	9	98	97	2	98	102	1
O=C(NCc1ccccc1Cl)C1CCN(S(=O)(=O)N2CCOCC2)CC1	94	10	91	99	2	94	91	0
CC1(C)CC(NC(=O)c2cccc(F)c2)CC(C)(C)N1	97	2	103	81	7	94	100	-1
O=C(NC1CCCCC1)c1ccc(S(=O)(=O)NCc2ccco2)cc1	103	5	100	103	0	104	99	1
COc1ccccc1N1CCN(C(=O)c2sc3nc(C)nc(N4CCN(c5ccccn5)CC4)c3c2C)CC1	101	1	101	94	-2	98	106	4
O=C(O)CC(C(=O)O)c1ccc(OCCCCOc2ccc(C(CC(=O)O)C(=O)O)cc2)cc1 (configuration not stated)	92	8	101	100	-19	105	104	-2
COCCNc1nnc(Cc2ccccc2)c(=O)[nH]1	106	12	109	99	-6	110	110	1
COc1ccc(C(=O)COC(=O)[C@@H](NS(=O)(=O)c2ccccc2)C(C)C)cc1	93	11	98	88	4	100	101	1
CCCN(CCC)C(=O)CP(=O)(c1ccccc1)c1ccccc1	97	8	95	96	-3	96	100	2
C=C(C)COc1ccc(-c2n[nH]c(C)c2-c2ccc(OC)cc2)c(O)c1	100	0	95	98	-5	101	96	15
CC(=O)CCSc1nnc(-c2cccc(S(=O)(=O)N3CCOCC3)c2)o1	107	-7	105	100	3	96	107	0
CC12CCC(C(=O)N(CSC(=S)N/N=C\c3ccccc3O)C1=O)C2(C)C (configuration not stated)	99	-10	96	128	-12	98	84	12
COc1ccc(OC)c(CNC(=O)COc2cc(=O)n(C)c3ccccc23)c1	98	3	100	85	1	94	101	57*
O=c1c2cc(Br)ccc2nc(-c2cccc(C(F)(F)F)c2)n1O	72	5	91	130	-2	85	57	22
CN1CC(=O)N(CC(=O)Nc2ccc(SC(F)F)cc2)C1=O	107	2	99	106	-2	102	107	2
O=C(CSc1nnc(CN2CCOCC2)n1-c1ccc(Cl)cc1)Nc1cc(Cl)ccc1O	97	4	93	90	0	91	91	1
Cc1cc(C(=O)CN2C(=O)NC(c3ccccc3)(c3ccccc3)C2=O)c(C)n1Cc1ccco1	104	6	101	113	2	107	98	0
CCc1nnc(NC(=O)CSc2nnc3scc(-c4ccc(C)cc4)n23)s1	97	2	99	99	2	102	97	1
CCC(C)c1ccc(NC(=O)NCc2cccnc2)cc1 (configuration not stated)	85	3	97	76	-3	88	87	41
Brc1ccc(OCc2nc(-c3ccccn3)n[nH]2)cc1	99	-3	105	123	17	103	107	6
O=C(CSc1nc2ccccc2[nH]1)c1cccs1	87	-10	94	107	2	98	88	40
Cc1cc(Cl)ccc1OC(C)C(=O)NN1C(=O)c2ccccc2C1=O (configuration not stated)	94	12	101	85	9	107	91	0
O=C(NCc1ccco1)c1ccccc1NS(=O)(=O)c1cccs1	109	6	105	107	2	107	111	3
COc1ccc(C(=O)COC(=O)Cn2c(C)csc2=O)c(OC)c1	108	9	98	104	9	96	100	2

Screens deposited in PubChem BioAssay by several laboratories.
